Ecoli WT expand – E. coli BW25113 growth inhibition, expanded screen; growth inhibition, % at 100 µM; OD600 absorbance; 98,000 tested, 0.15% active;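 active = growth inhibition above about 50% at one test dose, limit read from the data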;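 note: growth measured after 20 h incubation at 37 °C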
CYP2C19 inh – inhibitors of human CYP2C19; P33261; CYP2C19 Supersomes, luciferin-H EGE luminescence, 30 min; inhibition, % at 5 µM; 96,000 tested, 21% active;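 active = CYP2C19 inhibition above a set limit at 5 µM in the primary screen, cut at about 50% in these data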;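 note: plate controls were negative control wells for no effect and 2.5 mM tranylcypromine positive control for full effect; values of inactives mirror those of a sister screen read the other way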
Target sequence (P33261 whole entry, looked up): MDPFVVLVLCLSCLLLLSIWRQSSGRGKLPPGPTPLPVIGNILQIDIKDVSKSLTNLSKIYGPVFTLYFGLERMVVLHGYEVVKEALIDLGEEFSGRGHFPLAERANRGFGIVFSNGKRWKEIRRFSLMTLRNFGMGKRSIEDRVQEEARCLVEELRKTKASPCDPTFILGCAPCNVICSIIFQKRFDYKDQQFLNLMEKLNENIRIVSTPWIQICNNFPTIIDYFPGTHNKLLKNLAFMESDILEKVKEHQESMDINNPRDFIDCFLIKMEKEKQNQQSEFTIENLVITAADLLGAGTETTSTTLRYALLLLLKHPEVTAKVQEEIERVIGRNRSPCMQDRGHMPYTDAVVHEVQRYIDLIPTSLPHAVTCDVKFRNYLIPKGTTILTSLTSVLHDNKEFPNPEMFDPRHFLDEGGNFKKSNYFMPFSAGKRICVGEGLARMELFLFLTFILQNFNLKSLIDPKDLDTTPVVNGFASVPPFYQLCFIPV
CYP2C9 act – increases human cytochrome P450 2C9 activity | 96,000 tested, 1.4% active | recombinant CYP2C9, luciferin-H conversion, luminescence; active compounds read high; factor 1 = untreated enzyme, 0 = blocked | AID 1024 | activation factor at 5 µM;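 active = activation factor of 2 or more for CYP2C9 at a 5 µM dose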;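 note: 0 = sulfaphenazole-blocked wells and 1 = vehicle-only wells; values of inactives mirror those of a sister screen read the other way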
Target sequence (P11712 whole entry, looked up): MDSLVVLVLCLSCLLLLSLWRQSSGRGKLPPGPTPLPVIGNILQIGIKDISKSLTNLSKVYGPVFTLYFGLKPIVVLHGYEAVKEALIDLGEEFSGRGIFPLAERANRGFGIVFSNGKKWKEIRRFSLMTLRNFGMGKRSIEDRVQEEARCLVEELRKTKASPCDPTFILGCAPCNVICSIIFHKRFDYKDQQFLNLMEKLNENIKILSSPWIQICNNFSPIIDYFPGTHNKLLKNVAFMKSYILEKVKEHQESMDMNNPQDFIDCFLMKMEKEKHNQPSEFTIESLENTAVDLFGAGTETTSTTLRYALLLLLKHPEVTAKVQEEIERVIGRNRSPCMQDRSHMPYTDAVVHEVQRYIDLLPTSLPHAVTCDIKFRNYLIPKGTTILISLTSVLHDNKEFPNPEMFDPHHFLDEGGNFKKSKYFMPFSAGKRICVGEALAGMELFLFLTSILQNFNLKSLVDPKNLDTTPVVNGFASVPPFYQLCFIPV
PostGolgi yeast – growth inhibition of a yeast mutant, post-Golgi transport screen. post-Golgi transport phenotypic cell assay. inhibition, % at 10 µM. 98,000 tested, 0.9% active. AID 739; in the data active = inhibition above about 30%;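 note: yeast cells grown in 1536-well plates; yeast grown about 18 h at 30C before absorbance read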
Pyk2 oligo antag – antagonists of human Pyk2 oligomerization; Q14289; Q293 cells, Pyk2 FERM NanoBiT luminescence; active compounds read low; z-score (the deposit names both 25 µM and 10 µM); 99,000 tested, 0.83% active; AID 1347419;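 active = Z-score of -3 or lower, scaled per plate to the spread of control and sample wells; inactive = z-score above -3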;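 note: negative z-score means lost luminescence so less FERM oligomerization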
CYP2C19 act – increases human CYP2C19 enzyme activity. activation factor at 5 µM. AID 1025. 96,000 tested, under 10 active. recombinant CYP2C19, luciferin-H EGE luminescence; active compounds read high; 0 = fully inhibited enzyme, 1 = untreated enzyme. P33261;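 active = activation factor of at least 2 at 5 µM in the primary screen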;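 note: 0 = wells with 2.5 mM tranylcypromine and 1 = vehicle-only wells; values of inactives mirror those of a sister screen read the other way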
CYP2C9 inh – blocks human cytochrome P450 2C9 | P11712 | CYP2C9 Supersomes, luciferin-H conversion, luminescence | inhibition, % at 5 µM | 96,000 tested, 20% active;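 active = blocking of liver enzyme CYP2C9 beyond about 50% at 5 µM, limit read from the data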; note: values of inactives mirror those of a sister screen read the other way
PLAP act – activates human placental alkaline phosphatase; AID 696; purified PLAP enzyme, luminescent substrate read-out; active compounds read high; P05187; activation fold at 20 µM; 96,000 tested, 1.2% active; in the data active = activation fold above about 2
EphB4 antag – antagonists of human EphB4-ephrin-B2 interaction; P54760; EphB4 LBD / TNYL-RAW-Alexa532 peptide, fluorescence polarization; 97,000 tested, 0.15% active; AID 720; inhibition, % at 7 µM;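 active = inhibition above the screen-wide mean inhibition plus 3 SD, cut at about 15% in these data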;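 note: 0% = DMSO wells and 100% = excess unlabeled TNYL-RAW peptide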
Starred values were filed as active, the others as inactive; nt = no result given.

SMILES	Ecoli WT expand	CYP2C19 inh	CYP2C9 act	PostGolgi yeast	Pyk2 oligo antag	CYP2C19 act	CYP2C9 inh	PLAP act	EphB4 antag
CCC(CC)NC(=O)c1cc(OC)c(OC)cc1[N+](=O)[O-]	-6	-8	0.9	-1	1	1.1	7	0.9	4
CCOC(=O)c1sc(C)c2c(=O)n(CC)nnc12	0	38	1.1	16	1.8	0.6	-12	1.1	-5
Cc1ccc(CNC(=O)CSc2ncccn2)cc1	3	77*	0.9	4	0.46	0.2	14	0.8	12
Cc1noc2ncnc(Oc3ccc4ccccc4c3)c12	1	46	0.8	-8	0.89	0.5	21	0.9	9
O=C(CN1C(=O)COc2ccccc21)NCc1ccc(C(=O)O)cc1	3	-9	1	-10	0.57	1.1	-1	1.1	-4
CCOC(=O)c1sc(NC(=O)Cn2nnc3sc4c(c3c2=O)CCCC4)nc1C	-13	26	0.4	-3	-1.1	0.7	55*	1.1	-11
CN1CCN(C(=O)c2ccccc2-c2ccccc2C(=O)O)CC1	6	-16	1.2	5	0.34	1.2	-21	1	5
O=C(CN(C(=O)Cn1nnc(-c2cccs2)n1)c1ccc2c(c1)OCCO2)NC1CCCCC1	-3	60*	0	-4	-0.71	0.4	99*	1.7	8
O=C(NCc1ccc2c(c1)OCO2)c1ccc(CN2CCOCC2)cc1	6	2	0.9	4	0.17	1	9	1	-2
COc1ccc2c(C)cc(SCC(=O)Nc3c(C)n(C)n(-c4ccccc4)c3=O)nc2c1	10	12	0.9	4	0.33	0.9	11	1.4	2
O=C(NCCN1CCCCC1)c1ccc2c(c1)OCCO2	3	11	0.7	7	2	0.9	31	1.3	2
COc1cc(NC(=O)c2cc(-c3cccnc3)nc3ccc(C)cc23)c(OC)cc1Cl	-6	-1	1.1	-4	nt	1	-10	0.9	-5
Cc1cc(NC(=O)c2ccc(C)s2)n(-c2ccccc2)n1	0	76*	0.7	-1	0.46	0.2	27	0.9	3
CCSc1ccccc1C(=O)Nc1nncs1	0	0	1	-4	0.47	1	-2	1.1	8
COc1ccc(CC(C(=O)Nc2cccc(F)c2)c2nn[nH]n2)c(OC)c1 (stereo not drawn)	6	29	0.7	-2	0.14	0.7	32	0.9	-3
CCOc1cc(/C=N\NC(=O)c2ccc(NC(=O)CC)cc2)ccc1OC(=O)c1ccccc1	0	-6	0.9	-3	1.1	1.1	9	1	-6
CCCCCCSc1nsc(N)n1	22	45	1	-5	0.31	0.5	2	0.9	-1
COc1ccc(CN(CC(=O)NCc2ccco2)C(=O)CCC(=O)Nc2nccs2)cc1	-2	nt	nt	2	0.43	nt	nt	nt	2
CCOC(=O)Cc1csc(NC(=O)CCN2C(=O)c3ccccc3C2=O)n1	3	69*	0.2	24	0.36	0.3	76*	1	-7
Cc1ccc(S(=O)(=O)Cn2nnnc2C(c2ccccn2)N2CCN(c3ccccc3)CC2)cc1 (stereo not drawn)	-12	72*	0.3	16	-2.4	0.3	68*	1.6	5
O=C1c2ccccc2NC(c2ccc(Cl)cc2Cl)N1Cc1ccccc1 (stereo not drawn)	-17	3	0.9	12	-1.2	1	14	1.1	3
COc1ccc(-c2c(C)n([O-])c3c([n+]2=O)CCCC3)c(OC)c1	6	14	0.7	-1	0.24	0.9	31	0.9	3
O=C1CN=C(Nc2ccccc2Cl)N1c1ccccc1	1	5	1.2	1	0.72	0.9	-18	1.2	7
C=CCn1c(C)cc(C(=O)CN2C(=O)NC3(CCCc4ccccc43)C2=O)c1C (stereo not drawn)	-3	44	0.2	13	-0.03	0.6	82*	1.2	3
O=C(COc1ccc(Cl)cc1Cl)Nc1ccccn1	-1	70*	0.2	14	0.09	0.3	78*	0.9	-5
Next structures follow.
SMILES	Ecoli WT expand	CYP2C19 inh	CYP2C9 act	PostGolgi yeast	Pyk2 oligo antag	CYP2C19 act	CYP2C9 inh	PLAP act	EphB4 antag
COc1nc(OC)nc(N(C)CCO)n1	2	-8	1	0	-0.32	1.1	3	0.8	nt
Cc1nc2ccc(NC(=O)C3CCN(S(=O)(=O)c4cccs4)CC3)cc2s1	8	16	0.5	3	-0.54	0.8	47	1.2	4
Cc1ccc(-c2nn3c(-c4ccco4)nnc3c3ccccc23)cc1S(=O)(=O)NCC1CCCO1 (stereo not drawn)	-16	42	0.5	3	-1.1	0.6	45	0.9	5
Cc1cc2nc(SCCOC(=O)Nc3ccc(Cl)cc3)nc(C)c2cc1C	-10	16	1	1	1.6	0.8	0	1.1	-5
Cc1nc2c(C(=O)NCc3ccco3)cnn2c(C)c1Cc1ccc(F)cc1Cl	-1	14	1	3	-1.4	0.9	4	1.1	2
COc1ccc(NC(=O)CN2CCN(CC(=O)Nc3ccccc3Cl)CC2)cc1	5	85*	0.5	1	0.24	0.2	49	1.4	0
O=C(Oc1ccc2c(=O)c(Oc3ccc4ccccc4c3)coc2c1)c1ccco1	6	24	1.5	2	-2.4	0.8	-54	0.9	-6
O=C(COc1ccc(/C=N/NS(=O)(=O)c2ccccc2)cc1)Nc1ccc(F)cc1	1	17	0.4	-1	1.7	0.8	65*	1.2	2
CCOC(=O)C(C)Oc1ccccc1C1NC(=O)NC(C)=C1C(=O)Nc1ccc(C)c(C)c1 (stereo not drawn)	5	22	0.7	-7	-1.1	0.8	32	1	-5
Cc1csc(SCC(=O)c2cc(C)n(Cc3cccs3)c2C)n1	-14	84*	0.5	-14	0.01	0.2	50*	0.9	-5
COc1ccccc1-c1nc(-c2ccc(C)nc2OC)no1	-3	62*	1	-2	-0.65	0.4	4	1.2	13
CCN(CC)c1ccc2c(C)c(CN3CCOCC3)c(=O)oc2c1	6	1	1.1	10	0.33	1	-6	1.6	-1
CC1(CC(=O)N/N=C/c2cc(Br)c(O)cc2O)OCCO1	7	1	1.1	2	-0.77	1	-6	1.5	0
CCC(=O)NCCc1nc2cc(NC(=O)c3ccc(OC)cc3)ccc2n1C	3	18	0.7	-8	0.2	0.8	33	1	-1
O=C(O)Cn1c(SCCOc2ccccc2F)nc2ccccc21	2	8	0.3	31*	1.6	0.9	70*	1.1	-2
CC(=O)/C=C(\C)NCCNc1c(F)c(F)c(CO)c(F)c1F	-3	79*	0.5	3	-0.09	0.2	48	1.1	nt
Cc1c(C(=O)N2CCOCC2)sc2nc(-c3ccccc3)cn12	1	10	1	-4	1.1	0.9	3	0.9	2
Cc1ccc(CCNC(=O)CN2CCN(Cc3ccccc3F)C2=O)cc1	-2	48	0.2	-5	0.7	0.5	81*	1.4	2
Cc1cc(-n2ccc(=O)[nH]c2=O)nc(-c2ccccc2)n1	-2	0	1	1	0.25	1	2	1.1	-7
Cc1ccc(NS(=O)(=O)c2cc(C(=O)NCCSc3ccc(C)cc3)ccc2C)cc1	-14	67*	0.2	-9	-1.4	0.3	78*	1.2	1
O=C(CCCc1nc(-c2ccccc2Cl)no1)NCc1cccnc1	-1	61*	1	-1	2.9	0.4	1	1.2	nt
CC(C)CN(C(=O)c1nn(C)c(=O)c2ccccc12)c1nc2ccccc2s1	-8	53*	0.2	2	1.4	0.5	77*	1.5	5
CCCN1CCN(CCCNC(=O)CN2C(=O)COc3ccccc32)CC1	3	-16	1.1	16	1.9	1.2	-11	1.2	nt
COc1cccc(C2/C(=C(/O)c3ccncc3)C(=O)C(=O)N2CCCN(C)C)c1 (stereo not drawn)	nt	-13	1.2	nt	nt	1.1	-18	0.8	nt
CCCCOc1ccc(CN2CCC(O)CC2)cc1	5	19	0.8	5	-0.32	0.8	23	1.2	-5
(list continues)
SMILES	Ecoli WT expand	CYP2C19 inh	CYP2C9 act	PostGolgi yeast	Pyk2 oligo antag	CYP2C19 act	CYP2C9 inh	PLAP act	EphB4 antag
CN(C)/C=C/C(=O)c1ccccc1F	6	-7	0.9	3	-0.95	1.1	15	1.1	-2
O=C(OCc1cc2ccccc2[nH]c1=O)c1cccnc1	1	25	0.9	0	0.24	0.7	13	1	-1
Cc1cc(OC(=O)c2ccccc2Cl)cc(=O)n1C	2	-2	1.1	-43	-2.1	1	-14	1	-9
Cc1nnc(NC(=O)c2c(F)cccc2F)s1	-3	3	0.9	-5	nt	1	10	0.9	4
COC(=O)c1ccc(Nc2nc(C)cc(C)n2)cc1	-3	3	0.9	9	0.12	1	7	1	5
CCOC(=O)C1=C(C)NC2=C(C(=O)CC(C)(C)C2)C1c1cccc(C)n1 (stereo not drawn)	9	55*	0.8	3	0.31	0.5	16	1.8	-4
CCN(CC)C(=O)CSc1nsc(SCC(=O)N(CC)CC)c1C#N	-7	-2	0.9	-4	0.51	1	8	0.8	-6
Cn1c(-c2ccc(Cl)cc2)ccc(C#N)c1=O	5	-4	0.9	-1	0.54	1	10	1	1
C=CCSC1=N/C(=C\c2sccc2C)C(=O)S1	3	-12	1.1	-2	0.85	1.1	-7	0.9	3
CC(=O)OCC(OC(C)=O)C(OC(C)=O)C(OC(C)=O)C(=O)Nc1ccc(C)cc1 (stereo not drawn)	-2	13	1	-1	1.8	0.9	0	1.3	-5
COc1ccc(S(=O)(=O)N2CCC(C(=O)NCCC3=CCCCC3)CC2)cc1C	4	38	0.9	13	-0.95	0.6	9	1.4	-3
CCN(CC)S(=O)(=O)c1ccc2oc(C(=O)NCCCN3CCOCC3)c(C)c2c1	2	21	0.8	5	-0.37	0.8	23	2*	-2
O=C(NCc1ccc(Cl)cc1)c1cc(=O)nc2sc(-c3ccccc3)nn12	-12	5	1	-3	0.44	1	3	0.8	3
CCN1C(=O)N(C)C2(c3ccccc3)N(C)C(=O)N(C)C12c1ccccc1 (stereo not drawn)	-4	-12	1.1	-7	-0.44	1.1	-6	1.1	0
CCOc1ccc(-n2c(=S)sc3c(=O)[nH]c(SCC(=O)NCc4ccco4)nc32)cc1	-1	2	0.6	7	0.94	1	40	1	2
O=C(Nc1ccc2oc(-c3cccnc3)nc2c1)c1cccnc1	3	-6	1	7	0.4	1.1	0	0.9	-5
COc1ccccc1NC(=O)COc1ccc(Br)cc1CO	-15	55*	0.7	-5	-0.58	0.4	31	1.1	4
CCCCCn1c(=S)[nH]c2ncccc2c1=O	-2	10	0.8	0	0.21	0.9	17	0.9	6
COc1ccc(N2C(=O)C3CCCN3C2c2ccccc2)cc1 (stereo not drawn)	3	4	0.9	11	nt	1	6	1.2	-1
CCCNc1nc2c(c(=O)n(C)c(=O)n2C)n1Cc1cccc(C)c1	-8	58*	0.6	1	0.28	0.4	38	1.1	-10
CCCC(C)C(=O)Nc1cccc(NC(C)=O)c1 (stereo not drawn)	6	0	0.9	-5	1.2	1	10	1	7
COc1ccc(N2CCN(C(CNC(=O)c3cccc(Cl)c3)c3cccnc3)CC2)cc1 (stereo not drawn)	-6	34	0.4	13	0.75	0.7	56*	1.3	-6
COc1cccc2c(=O)n(CC(=O)NC3CCCCC3)ccc12	-2	28	2.2*	-1	nt	0.7	-118	0.9	3
CN1CCN(C(CNS(=O)(=O)c2ccc(Cl)cc2)c2cccnc2)CC1 (stereo not drawn)	-6	nt	nt	3	1.3	nt	nt	nt	-9
C=CCOc1ccc(/C(O)=C2/C(=O)C(=O)N(CCN3CCOCC3)C2c2ccc(C)cc2)cc1 (stereo not drawn)	2	-8	1.1	-5	0.65	1.1	-8	1.5	-1
COc1ccc2cc(C(=O)NCC(=O)O)sc(=O)c2c1OC	5	2	1.2	2	-0.78	1	-16	0.9	0
O=C(CNC(=S)N(Cc1ccc(F)cc1)C1CCCCC1)NC1CC1	-1	11	0.8	-8	0.66	0.9	16	1.4	2

Quoted from the listing:
CYP2C9 inh, COc1ccc2cc(C(=O)NCC(=O)O)sc(=O)c2c1OC = -16
EphB4 antag, COc1ccc(N2CCN(C(CNC(=O)c3cccc(Cl)c3)c3cccnc3)CC2)cc1 (stereo not drawn) = -6
CYP2C9 inh, O=C(COc1ccc(/C=N/NS(=O)(=O)c2ccccc2)cc1)Nc1ccc(F)cc1 = 65*

Source: PubChem BioAssay
